BLM helicase inh = qHTS Assay for Inhibitors of Bloom's syndrome helicase (BLM) | recombinant BLM DNA unwinding, fluorescence dequenching | Potency, µM (series often up to 56.1 µM), for inactives: at the top dose activity change, negative = inhibition, actives largely listed as inhibitors | 350,000 tested, 0.2% active | AID 2528, 2010;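 note: plate controls were vehicle for no effect and no enzyme for full effect; nearly all actives have a fitted effect of over 35% in size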
HP1b chromo inh = HTS for Inhibitors of HP1-beta Chromodomain Interactions with Methylated Histone Tails; Chromobox protein homolog 1 (Homo sapiens), P83916; AlphaScreen HP1-beta / biotin-H3K9me3 peptide binding; Potency, µM (doses to about 114 µM), for the others: at the top dose activity change, negative = inhibition, usual class: inhibitors; 390,000 tested, 0.56% active; AID 540317, 2011; note: nearly all actives have a fitted effect of over 70% in size; inactives centre near 23
Target sequence (P83916 whole entry, looked up): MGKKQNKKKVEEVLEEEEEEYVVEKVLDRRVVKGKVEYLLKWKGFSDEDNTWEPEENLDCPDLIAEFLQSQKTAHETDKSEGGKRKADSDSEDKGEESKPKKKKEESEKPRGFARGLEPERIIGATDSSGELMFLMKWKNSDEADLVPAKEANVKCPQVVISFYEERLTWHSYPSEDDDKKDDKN
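AlphaScreen: HP1-beta (50 nM) preformed 30 min with biotin-H3(1-18)K9me3 peptide (50 nM) in PBS pH 7.4, 0.01% Tween-20. Compound added for 30 min at RT, then streptavidin donor/nickel chelate acceptor beads (10 ug/mL) for 30 min.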
BAZ2B block = qHTS Assay for Inhibitors of BAZ2B; Potency, µM (doses to about 114 µM), inactives show at the highest dose activity change, negative = inhibition, hits mostly inhibitors; AlphaScreen BAZ2B-H3K14Ac peptide displacement; 360,000 tested, 4.4% active; note: % is set by controls: 0 for no effect and ±100 for the full control effect; nearly all actives have a fitted effect of over 60% in size
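Inhibition is scored as reduced AlphaScreen emission. The BAZ2B/b-H3(5-23)K14Ac complex (50 nM each) in PBS pH 7.4, 0.01% Tween-20 meets compound (up to 110 uM) for 30 min at RT before bead addition.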
GLS inh = qHTS for Inhibitors of Glutaminase (GLS); Glutaminase kidney isoform, mitochondrial (Homo sapiens), O94925; 410,000 tested, 0.21% active; GLS enzymatic activity, qHTS titration; Potency, µM (titrated, usually from 45.5 µM), inactives show top-dose activity change, negative = inhibition, most hits filed as inhibitors; note: % is set by controls: 0 for no effect and ±100 for the full control effect
Target sequence (O94925 whole entry, looked up, canonical isoform): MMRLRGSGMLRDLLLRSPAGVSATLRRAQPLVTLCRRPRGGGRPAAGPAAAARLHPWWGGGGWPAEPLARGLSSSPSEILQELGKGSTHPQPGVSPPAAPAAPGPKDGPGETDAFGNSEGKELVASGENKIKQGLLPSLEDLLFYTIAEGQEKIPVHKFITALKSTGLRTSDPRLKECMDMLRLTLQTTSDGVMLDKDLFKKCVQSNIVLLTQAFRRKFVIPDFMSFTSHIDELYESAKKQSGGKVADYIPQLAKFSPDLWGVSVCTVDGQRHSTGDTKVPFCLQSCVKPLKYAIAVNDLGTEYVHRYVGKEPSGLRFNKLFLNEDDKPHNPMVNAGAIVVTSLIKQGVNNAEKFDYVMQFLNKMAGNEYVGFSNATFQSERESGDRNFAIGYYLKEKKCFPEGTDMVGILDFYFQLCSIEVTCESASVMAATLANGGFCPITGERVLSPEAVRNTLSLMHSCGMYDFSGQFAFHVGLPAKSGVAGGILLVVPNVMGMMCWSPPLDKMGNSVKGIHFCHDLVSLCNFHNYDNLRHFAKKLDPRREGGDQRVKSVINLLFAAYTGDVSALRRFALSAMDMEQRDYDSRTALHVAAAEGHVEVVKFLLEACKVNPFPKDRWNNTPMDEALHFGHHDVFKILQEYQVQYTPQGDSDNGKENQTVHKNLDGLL
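hKGA in 45 mM KH2PO4 pH 8.2, 0.02% Tween-20 with pin-transferred compounds; 1 mM L-glutamine (stock) plus glutamate oxidase/HRP/Amplex Red coupling added. Fluorescence read initially and after 30 min at RT.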
G9a inh = qHTS Assay for Inhibitors of Histone Lysine Methyltransferase G9a; AID 504332, 2011; 350,000 tested, 8.8% active; Potency, µM (top dose mostly 102 µM), for inactives: at the top dose activity, negative = inhibition, most hits filed as inhibitors; G9a H3K9 monomethylation, AlphaScreen, 2 h; note: % is set by controls: 0 for no effect and ±100 for the full control effect; nearly all actives have a fitted effect of over 75% in size
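Readings reflect AlphaScreen signal from monomethyl-H3K9 antibody detection. HMT at 20 nM; substrate b-H3K9 500 nM; cofactor SAM 20 uM; 2 h RT reaction; compounds tested as titrations in qHTS with 15 min preincubation.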
Pin1 inh = qHTS Assay to Find Inhibitors of Pin1. Pin1 FP peptide displacement, HiFluor488, 10 min. Potency, µM (series often up to 115 µM), without a hit: at the highest dose activity, negative = inhibition, actives largely listed as inhibitors. 390,000 tested, 0.009% active; active = well fitted inhibition curve with a large enough effect in the polarisation, with a control signal flat, not every such curve was filed as active; inconclusive = small, poorly fitted or top-dose-only effect, or effect the other way, or a change in a side signal; inactive = no such curve, though single readings can be large or run the other way; the % refers to the polarisation; note: % is set by controls: 0 for no effect and ±100 for the full control effect
Target sequence (Q13526 whole entry, looked up): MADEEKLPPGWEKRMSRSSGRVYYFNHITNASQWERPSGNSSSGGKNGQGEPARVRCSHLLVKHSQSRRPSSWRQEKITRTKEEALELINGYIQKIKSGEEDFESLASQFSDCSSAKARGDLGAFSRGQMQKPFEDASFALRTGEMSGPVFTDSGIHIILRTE
PGK inhibitor = qHTS Assay to Find Inhibitors of Phosphoglycerate Kinase | Potency, µM (top dose mostly 57.5 µM), for inactives: at the highest dose activity change, negative = inhibition, most hits filed as inhibitors | 380,000 tested, 0.043% active | Phosphoglycerate kinase, glycosomal (Trypanosoma brucei brucei), P07378 | PGK/GAPDH coupled, Kinase-Glo luminescence, 60 min | AID 602233, 2012; note: % is set by controls: 0 for no effect and ±100 for the full control effect; nearly all actives have a fitted effect of over 60% in size
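Luminescent ATP detection (Kinase-Glo Plus) follows a 60-minute room-temperature incubation, with wells lacking PGK as controls. Buffer: 100 mM TEA (pH 7.6), 5 mM MgCl2, 0.01% Tween-20. Coupling enzyme GAPDH (100 nM final) supplies unstable 1,3-BPG in-well.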
POLI inh = qHTS for Inhibitors of Polymerase Iota; DNA polymerase iota (Homo sapiens), Q9UNA4; Pol iota fluorescent replication assay, 10 min; Potency, µM (top dose mostly 115 µM), inactives show top-dose activity, negative = inhibition, actives largely listed as inhibitors; 390,000 tested, 1% active; AID 588590, 2011
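Fluorescent replication assay read twice, at 0 min and 10 min after adding 50 nM (final) substrate. Enzyme (10 nM) and compounds were first incubated 15 min at room temperature; enzyme-free buffer wells were negative controls.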
JMJD2A Tudor inh = qHTS Assay for Inhibitors of JMJD2A-Tudor Domain; AlphaScreen JMJD2A-Tudor / H3K4me3 peptide binding; Lysine-specific demethylase 4A (Homo sapiens), O75164; 390,000 tested, 4.4% active; Potency, µM (series often up to 114 µM), for the others: at the top dose activity change, negative = inhibition, usual class: inhibitors; note: % is set by controls: 0 for no effect and ±100 for the full control effect; nearly all actives have a fitted effect of over 50% in size
* hit, by the source's call; i = inactive; ? = inconclusive; / = no result given; [ ] = another dose, or the depositor's remark. Unless noted, calls come from the whole dose curve; as a rule, active = well fitted curve in the direction sought with a large enough effect; inconclusive = small, poorly fitted or top-dose-only effect, or another doubt; inactive = no such curve, though single readings can be large; an effect the other way counts as inactive or inconclusive. Potency is the fitted concentration of half-maximal effect. These rows are one share of the data, so the mix of outcomes need not match the whole.

SMILES | BLM helicase inh | HP1b chromo inh | BAZ2B block | GLS inh | G9a inh | Pin1 inh | PGK inhibitor | POLI inh | JMJD2A Tudor inh
CCOC(=O)c1c(NC(=O)CSc2nnc3c(n2)[nH]c2ccccc23)sc2c1CCN(C)C2 | / | 20% | / | -10% | / | ? | 2% | ? | -13%
COc1ccc(-c2nnc(-c3cccs3)o2)cc1OC | -4% | 37% | -4% | -2% | -48%[59 µM] | -3% | -3% | 51%[activator] | -1%
CCOC(=O)/C=c1\s/c(=C\c2ccccc2OC)c(=O)n1CC(=O)N1CCOCC1 | 0% | 54%[activator] | 11% | -10% | -19% | 12% | -10% | 5% | -2%
COc1ccc(N2C(=O)C(Cl)=C(NCc3ccccc3)C2=O)cc1 | -6% | 21% | -35% | -13% | 45µM* | 0% | -11% | 3% | -24%[11.4 µM]
O=C(c1ccc(Cl)cc1)N1CCOc2ccccc21 | -8% | 28% | 1% | ? | 7%[0.501 µM] | 1% | -1% | -24% | -4%
CC(C)NC(=O)Cn1cnc2c1c(=O)n(C)c(=O)n2C | 0% | 31% | 14% | 7% | ? | 1% | -2% | 7% | 2%
CCOC(=O)C(C(=O)N(C)Cc1ccccc1)C1CCCCC1 (centres undefined) | -11% | 13% | 15% | -4% | / | -6% | -5% | 19% | -13%
CCn1c2ccccc2c2cc(/C(C)=N/O)ccc21 | -8% | 29% | -8% | 12% | -1%[59 µM] | -8% | 11% | 10% | -19%
COc1ccc(-c2sc3ccc(OC)cc3c2-c2ccc(OCCN3CCOCC3)cc2)cc1 | / | -11% | / | 0% | / | -1% | -6% | -11% | ?
COc1ccc(C2CC(=O)CC(=O)C2n2cncn2)cc1 (centres undefined) | -2% | 40% | -4% | -3% | -27% | -3% | -5% | -3% | 1%
CC(C)S(=O)(=O)c1ccc(C(=O)Nc2ccc(F)cc2F)cn1 | -4% | 44%[activator] | -4% | 2% | 42%[12.7 µM] | 2% | 6% | 73%[activator] | 3%[57.1 µM]
c1ccc(-c2ccc(-c3ccncn3)cc2)cc1 | / | 24% | / | -1% | / | -12% | -11% | 56%[activator] | -16%
COc1ccc(-c2nc3c(n2O)CCc2c-3no[n+]2[O-])cc1 | -2% | -4% | -32% | 24% | 50µM* | -4% | -3% | 18% | -11%[11.4 µM]
CC(=O)N1N=C(c2cccc(NS(C)(=O)=O)c2)CC1c1cccs1 (centres undefined) | 1% | -1% | -4% | -4% | 4% | -3% | -12% | 113%[activator] | -27%[57.1 µM]
O=C(CSc1ccc2ccccc2c1)NC1CCCc2ccccc21 (centres undefined) | 3% | 14% | 10% | 11% | 20%[59 µM] | -2% | -11% | 17% | -8%
O=C(CCN1C(=O)S/C(=C/c2ccc(Cl)cc2)C1=O)N1CCOCC1 | -1% | 23% | -7% | 1% | 20%[59 µM] | 2% | -10% | 14% | -2%
COc1ccc(-n2nc(C(=O)NCC(=O)N3CCCC3)c3ccccc3c2=O)c(OC)c1 | 1% | -2% | 6% | 4% | 9%[59 µM] | 2% | -12% | 28% | -2%
Cc1noc(C)c1S(=O)(=O)N1CCC(C(=O)N2CCN(c3ccccc3)CC2)CC1 | 0% | 15% | -7% | 1% | -39%[59 µM] | -5% | -1% | 2% | -8%
O=c1c2ccccc2nc2c3ccccc3ncn12 | 3% | 33% | / | 1% | 14%[59 µM] | -4% | -3% | 22% | 0%
CC(C)[C@H]1C(=O)Nc2ccccc2N1C(=O)N[C@@H](Cc1ccccc1)C(=O)N[C@H](Cc1ccccc1)C(=O)O | -2% | 32% | 3% | -1% | 8%[12.7 µM] | -17% | -5% | 1% | -5%
O=C(NCS(=O)(=O)c1ccccc1)c1ccccc1 | -2% | 69%[activator] | 7% | 5% | 50µM* | 10% | -1% | -4% | -2%
Cc1ccc(NC(=O)OCc2cc(-c3ccccc3)on2)cc1 | -7% | 32%[activator] | 3% | 1% | -9%[59 µM] | -1% | 4% | 98%[activator] | -6%
COc1cc2c(C)nc3c(cnn3-c3ccccc3)c2cc1OC | 0% | 52%[activator] | -4% | -2% | 2% | 1% | i | 152%[activator] | -14%
CCOC(=O)c1cc(-c2ccccc2)sc1NC(=O)CN1C(=O)NC(CC)(c2ccccc2)C1=O (centres undefined) | -5% | 23% | 1% | / | ? | 18% | 11% | 14% | -9%
Cc1ccccc1-c1cc2c(nn1)-c1ccccc1C2=O | -15% | ? | ? | -1% | -50%[59 µM] | -3% | -19% | 16µM* | -32%
Cc1ccc2nc(NCc3ccccc3)c(C=O)c(=O)n2c1 | 0% | 10% | 7% | 0% | -8%[59 µM] | 1% | 1% | 114%[activator] | -17%
CCOC(=O)N1CCN(c2nc(-c3cccs3)cc(C(F)(F)F)n2)CC1 | 2% | 50%[activator] | 5%[57.1 µM] | 11% | 27% | -1% | -7% | 1% | 5%
Cc1ccc(-n2ncc3c(=O)[nH]c(SCC(=O)NCC4CCCO4)nc32)cc1 (centres undefined) | / | 28% | / | 1% | / | -1% | -8% | -7% | -11%
O=C(CN(c1ccccc1F)S(=O)(=O)c1ccccc1)Nc1ccc2c(c1)OCCO2 | -9% | 13% | -29% | 1% | 24% | 1% | -8% | 20% | -29%
O=C(O)c1ccc2c(c1)C(=O)N(c1ncccn1)C2=O | 0% | 19% | -1% | 21% | ? | 0% | -10% | -2% | -10%
CCc1ccc(O)c(C(=O)c2cnc3cc(-c4ccc(C)cc4)nn3c2)c1 | -2% | 12% | -17% | 17% | 3%[59 µM] | 2% | -8% | 12% | -13%
O=C(Nc1ccc2c(c1)OCCO2)Nc1ccc2c(c1)OCO2 | -5% | 17% | -30% | 7% | -41% | -4% | -13% | 14% | -17%
CN1CC2CCCC3(C1)C(=O)NC1(CCCCC1)N=C23 (centres undefined) | -3% | 34% | 3% | 2% | ? | -7% | -4% | 1% | -4%[57.1 µM]
CSc1ncccc1C(=O)OCC(=O)N1CCN(S(=O)(=O)c2ccc(C)cc2C)CC1 | / | 8% | -2% | 1% | -32% | -1% | -1% | 20% | -14%
CC(=O)Nc1cccc(C(=O)NC2CCCc3c2cnn3-c2ccc(C(C)(C)C)cc2)c1 (centres undefined) | -10% | 11% | ? | -13% | 3% | -1% | -7% | 21% | -25%
Cc1csc(NC(=O)c2sc3nc(-c4cccs4)ccc3c2N)n1 | -10% | 60%[activator] | 9% | 10% | ? | ? | -6% | ? | 19%
CCCc1cc(=O)n2[nH]c(-c3cccc(Br)c3)cc2n1 | -5% | -2% | ? | -8% | ? | 0% | i | 125%[activator] | 1%[57.1 µM]
CCN(C(=O)COC(=O)CSc1ccc(C)c(C)c1)C1CCS(=O)(=O)C1 (centres undefined) | -11% | 14% | -9% | 1% | / | 1% | -10% | -1% | -4%
CCCCN(C(=O)/C=C/c1ccco1)c1c(N)n(CC(C)C)c(=O)[nH]c1=O | -1% | 15% | 6% | 1% | 9% | -1% | -3% | 2% | -9%
O=C(NCc1ccc2c(c1)OCO2)C1CCCN1C(=O)Nc1ccc(F)cc1 (centres undefined) | -3% | 43%[activator] | 5% | 2% | 13% | 3% | i | 16% | -8%
CCCCc1nnc(NC(=O)c2nc3nccc(C)n3n2)s1 | -17% | 25% | / | -4% | ? | -4% | -2% | 12% | -6%
Cc1ccc(-n2c(C)nc3c(cnn3-c3ccc(F)cc3)c2=O)cc1 | 1% | 44% | -2% | -10% | 21%[59 µM] | -5% | 5% | 40%[activator] | -10%
CCN1CCN(C(=O)CN(C)S(=O)(=O)c2cc(C)ccc2OC)CC1 | -6% | 28% | -12% | 0% | -29% | -6% | -1% | 13% | -9%
CCOC(=O)c1sc2ccc(S(=O)(=O)N3CCCCC3)cc2c1N | -7% | 30% | -5% | 5% | ? | 8% | -1% | -16% | -10%
Cc1[nH]c2ccccc2c1/C=N/NC(=O)Cc1cccs1 | -7% | 16% | ? | 23% | -28% | 2% | -1% | 2% | -25%
CCOC(=O)c1[nH]c(C)c(C(=O)OCc2ccc(C)cc2)c1C | -4% | 15% | 1% | -6% | 4% | 1% | i | 48%[activator] | -10%
Cc1ccc(C)c(NC(=O)CCC(=O)N/N=C/c2cc([N+](=O)[O-])ccc2O)c1 | 1% | -6% | -1% | 0% | 0% | 0% | -3% | 29% | 1%[11.4 µM]

Quoted at random: 5 compounds from above
SMILES | BLM helicase inh | HP1b chromo inh | BAZ2B block | GLS inh | G9a inh | Pin1 inh | PGK inhibitor | POLI inh | JMJD2A Tudor inh
CCn1c2ccccc2c2cc(/C(C)=N/O)ccc21 | -8% | 29% | -8% | 12% | -1%[59 µM] | -8% | 11% | 10% | -19%
COc1ccc(C2CC(=O)CC(=O)C2n2cncn2)cc1 (centres undefined) | -2% | 40% | -4% | -3% | -27% | -3% | -5% | -3% | 1%
CCN1CCN(C(=O)CN(C)S(=O)(=O)c2cc(C)ccc2OC)CC1 | -6% | 28% | -12% | 0% | -29% | -6% | -1% | 13% | -9%
O=C(Nc1ccc2c(c1)OCCO2)Nc1ccc2c(c1)OCO2 | -5% | 17% | -30% | 7% | -41% | -4% | -13% | 14% | -17%
CCOC(=O)/C=c1\s/c(=C\c2ccccc2OC)c(=O)n1CC(=O)N1CCOCC1 | 0% | 54%[activator] | 11% | -10% | -19% | 12% | -10% | 5% | -2%
